# Glioma ERSR ind: inducers of ER stress response in human glioma cells; U87-MG GRP78 promoter luciferase reporter, 16 h; AID 602332; Potency, µM, for inactives: top-dose activation, usual class: activators; hit rate 0.02% among 420,000; further: potency means the concentration at half of the fitted maximal effect; series mostly up to about 76 µM; % of control where 0% means no effect; nearly all actives have a fitted effect of over 35% in size
#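 Stably transfected U87-MG human glioma cells carrying a GRP78-based luminescent sensor were seeded at 1000 cells/well, pin-dosed with compounds and incubated 16 h. Luciferase reagent was then added, and end-point luminescence was read after 10 min at room temperature.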
# D1 antagonist: antagonists of human D1 dopamine receptor; P21728; activity change, negative = inhibition, % at 10 µM; hit rate 3.2% among 360,000; HEK293 TREx D1 cells, calcium flux, dopamine EC80; stronger effect = lower value; in the data active means activity change below about -30%; further: on the % scale 0 is the no-effect control and ±100 the full control effect
# Target sequence (P21728 whole entry, looked up): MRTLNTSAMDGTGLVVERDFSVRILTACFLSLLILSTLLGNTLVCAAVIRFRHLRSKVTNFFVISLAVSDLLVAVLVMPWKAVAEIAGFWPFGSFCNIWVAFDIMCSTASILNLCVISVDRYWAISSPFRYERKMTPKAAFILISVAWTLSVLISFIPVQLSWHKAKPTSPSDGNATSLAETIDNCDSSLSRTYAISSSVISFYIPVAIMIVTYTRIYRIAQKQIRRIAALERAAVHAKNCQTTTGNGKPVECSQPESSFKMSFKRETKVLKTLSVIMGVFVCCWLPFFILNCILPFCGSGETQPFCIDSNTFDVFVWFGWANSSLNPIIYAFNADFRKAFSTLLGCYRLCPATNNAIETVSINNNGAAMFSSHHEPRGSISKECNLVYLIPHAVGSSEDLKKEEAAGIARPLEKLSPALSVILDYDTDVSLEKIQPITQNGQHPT
#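 Allosteric or orthosteric antagonism assessed as attenuation of the calcium response to EC80 dopamine, added 180 s after compound, in induced HEK293 Trex D1 cells loaded with no-wash calcium dye.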
# Vif-APOBEC3G blk: Vif-A3G binding inhibition; HeLa A3G-eYFP + Vif (tagged APOBEC3G with the HIV-1 protein that degrades it), YFP fluorescence, overnight; Potency, µM (doses to about 46.1 µM), for the others: top-dose activity, negative = active, most hits filed as inhibitors; hit rate 0.076% among 410,000; AID 602310;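 further: potency means the concentration at half of the fitted maximal effect; on the % scale 0 is the no-effect control and ±100 the full control effect; nearly all actives have a fitted effect of over 60% in size; hits raise eYFP signal because A3G escapes Vif-driven loss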
# Target sequence (Q9HC16 whole entry, looked up): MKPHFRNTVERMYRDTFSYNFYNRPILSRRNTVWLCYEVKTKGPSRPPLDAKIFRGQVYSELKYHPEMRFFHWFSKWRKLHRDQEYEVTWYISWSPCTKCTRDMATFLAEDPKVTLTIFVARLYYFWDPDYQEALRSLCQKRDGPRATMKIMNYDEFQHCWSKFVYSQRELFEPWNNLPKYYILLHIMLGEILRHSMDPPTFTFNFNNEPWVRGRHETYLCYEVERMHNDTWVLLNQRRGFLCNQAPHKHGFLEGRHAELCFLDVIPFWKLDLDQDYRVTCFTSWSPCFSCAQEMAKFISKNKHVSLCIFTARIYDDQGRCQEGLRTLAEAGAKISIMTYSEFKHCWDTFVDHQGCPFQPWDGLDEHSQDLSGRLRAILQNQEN
#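 Read-out is eYFP fluorescence (Ex 488/Em 500-530) from Vif-expressing HeLa A3G-eYFP cells; more signal means A3G escaped Vif-mediated degradation. Cells plated overnight, compound pinned in, incubated overnight at 37 deg C.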
# D1 potentiator: human D1 dopamine receptor positive modulation. hit rate 0.036% among 360,000. P21728. potentiation, % at 10 µM. HEK293 TREx D1 cells, calcium flux, dopamine EC20 potentiation; in the data active means potentiation above about 30%; further: 0% is about no effect
# Vif-APOBEC3F blk: blocks the Vif interaction with APOBEC3F; hit rate 0.2% among 390,000; HeLa A3F-eYFP + Vif (tagged APOBEC3F with the HIV-1 protein that degrades it), YFP fluorescence increase; Potency, µM (top dose mostly 46.1 µM), inactives show top-dose activity, negative = active; further: potency means the concentration at half of the fitted maximal effect; % of control where 0% means no effect; nearly all actives have a fitted effect of over 65% in size
#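 HeLa cells stably expressing Vif plus C-terminally eYFP-tagged A3F were seeded, incubated overnight at 37 deg C, dosed with compound, incubated overnight again at 37 deg C. Yellow fluorescence (Ex 488/Em 500-530) reported blocked Vif-mediated A3F-eYFP degradation.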
# D2 potentiator: D2 dopamine receptor (human) potentiation | HEK293 T-REx D2, calcium flux, EC20 dopamine potentiation | hit rate 0.34% among 340,000 | potentiation, % at 10 µM | P14416;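 active means potentiation over 3 SD above the plate norm, cut at about 30% in these data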; further: 0% is about no effect
#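 Potentiation of an EC20 dopamine calcium response is measured in a force-coupled, tetracycline-inducible Hek293 Trex D2 line. Compound-only kinetic reads over 180 s flag agonists before dopamine addition.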
# RXFP1 ag: activates the human relaxin receptor RXFP1 | Q9HBX9 | HEK293T-RXFP1 cAMP TR-FRET, 30 min; response scale: percent of porcine relaxin response, buffer zero | Potency, µM (titrated, usually from 57.5 µM), without a hit: top-dose activation, actives largely listed as activators | hit rate 0.3% among 370,000 | AID 2676; further: potency means the concentration at half of the fitted maximal effect; on the % scale 0 is the no-effect control and ±100 the full control effect; nearly all actives have a fitted effect of over 60% in size; many of its hits are not listed in these tables
#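 HEK293T cells stably expressing RXFP1 were pretreated with the PDE4 inhibitor Ro 20174, exposed to compounds for 30 min at 37C, lysed, and cAMP was read by TR-FRET. Data normalized to buffer (basal) and 29 nM porcine relaxin (100%).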
# LDHA block: LDHA (human) enzyme inhibition. P00338. AID 1347041. activity change, % (values are at about 110 or 230 µM). hit rate 0.15% among 480,000. purified LDHA, NADH/diaphorase-resazurin fluorescence; stronger effect = lower value; in the data active means activity change below about -30%; inconclusive means mostly about -25% to -30%;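 further: plate controls were DMSO wells for no effect and wells without enzyme for full effect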
#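 Human LDH5 (2 nM) was incubated with 0.06 mM NADH and 0.2 mM pyruvate for 5 min at room temperature in Tris pH 7.4. Remaining NADH was coupled through diaphorase/resazurin, and resorufin fluorescence was read at 0 and 20 min.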
# D1 ag: human D1 receptor agonism. HEK293 T-REx D1 cells, calcium flux, agonist mode. activation, % at 2 µM. hit rate 1% among 360,000. AID 504660; in the data active means activation above about 30%; further: 0% is about no effect
#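 Agonism was scored from calcium flux recorded over 180 s (1 read/s) after pintool compound addition, following a 10-cycle baseline. Cells were inducible force-coupled HEK293 TREx D1, plated overnight at 30 C and loaded with no-wash calcium dye.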
# * marks the source's active call; other numbers are inactive results; ? = inconclusive; · = no result given; & = joins results of further samples. Unless noted, the call rests on the fitted dose curve; in most records, active means well fitted curve in the direction sought with a large enough effect; inconclusive means small, poorly fitted or top-dose-only effect, or another doubt; inactive means no such curve, though single readings can be large; an effect the other way counts as inactive or inconclusive. These rows are one share of the data; count on the stated rates, not on these rows.
nr	compound	Glioma ERSR ind	D1 antagonist	Vif-APOBEC3G blk	D1 potentiator	Vif-APOBEC3F blk	D2 potentiator	RXFP1 ag	LDHA block	D1 ag
1	COc1cc(NC(=O)CCn2nc(C)c(S(=O)(=O)N3CCCCC3)c2C)cc(OC)c1OC	-2%	2	1%	-1	0%	7	1.4%	22	-1
2	Cn1cccc1C(=O)OCC(=O)Nc1ccc2c(c1)CCC2	6%	-10	-1%	-1	-12%	-3	0.8%	-10	1
3	O=C(OCC(=O)N1CCN(C(=O)c2ccco2)CC1)c1ccc(Cl)c(Cl)c1	-3%	-11	2%	-3	2%	-11	-2.2%	-7	0
4	CN(C)C(=O)CSc1nnc(-c2ccc(F)cc2)c2ccccc12	-2%	0	-26%	1	-10%	1	0.0%	-9	0
5	CCN(CC)S(=O)(=O)c1ccc(NC(=O)c2ccc(N3CCCC3=O)cc2)cc1	-3%	·	3%	·	8%	·	·	-9	·
6	CC(=O)NCCc1ccc(S(=O)(=O)NC2OC(=O)c3ccccc32)cc1 (configuration not stated)	2%	9	-4%	0	5%	-1	1.8%	-21	2
7	Cn1c(=O)c(Cc2ccccc2)c(O)c2ccccc21	-5%	·	-5%	-3	-6%	2	8.2%	-8	0
8	CCC(Sc1nc(C)cc(=O)[nH]1)C(=O)Nc1sc2c(c1C#N)CCCC2 (configuration not stated)	0%	6	2%	-2	-2%	9	0.9%	1	12
9	Brc1ccccc1-c1nnc2sc(-c3ccc4c(c3)OCCO4)nn12	-2%	-7	?	-4	-3%	5	0.9%	-3	3
10	CN(c1ccc(C(=O)N/N=C/c2cccc([N+](=O)[O-])c2)cc1)S(=O)(=O)c1ccccc1	-4%	-17	0%	-7	-4%	0	-4.4%	-3	7
11	COc1ccc(/C=N/Nc2nc(NCc3ccco3)nc(Nc3ccc(OC)cc3)n2)cc1	0%	-5	0%	-6	0%	-6	4.2%	-1	2
12	COc1ccc(-n2cnnc2SCC(=O)Nc2cccc(S(N)(=O)=O)c2)cc1	-1%	-9	-1%	-3	0%	-6	-0.3%	1	2

nr	compound	Glioma ERSR ind	D1 antagonist	Vif-APOBEC3G blk	D1 potentiator	Vif-APOBEC3F blk	D2 potentiator	RXFP1 ag	LDHA block	D1 ag
13	Cn1c(=O)oc2cc(S(=O)(=O)NC(Cc3ccccc3)C(=O)NCc3ccccc3Cl)ccc21 (configuration not stated)	1%	5	2%	-3	6%	15	-0.8%	-13	1
14	COc1ccccc1N1CCN(CC(=O)Nc2ccnn2C2CCCC2)CC1	1%	-2	0%	-11	-12%	4	1.4%	-12	1
15	CCc1ccc(-c2nn(CC(=O)NC3CCCCC3)c3c2cnc2ccc(OC)cc23)cc1	-2%	-13	4%	-4	-4%	-9	6.1%	0	2
16	Cc1cc(NC(=O)CCCC(=O)O)nc(C)n1	-1%	-10	1%	-6	10%	0	2.3%	-4	0
17	CCOC(=O)CCn1c(=S)n(CCC(=O)OCC)c2ccccc21	-3%	3	3%	-4	5%	0	0.0%	-1	3
18	CN(C)S(=O)(=O)c1ccc(C(=O)OCC2CC2(Cl)Cl)cc1 (configuration not stated)	-1%	21	-1%	-3	7%	0	-0.2%	-14	0
19	CCCn1c(=O)n(-c2cc(Cl)c(OC)cc2OC)c(=O)c2c3c(sc21)CN(C(C)=O)CC3	1%	-5	-1%	-1	-14%	6	1.0%	-2	1
20	O=c1cc(CO)oc(C(Nc2ccccn2)c2ccc(C(F)(F)F)cc2)c1O (configuration not stated)	0%	-7	-8%	-4	7%	-10	-1.5%	-3	1
21	COc1ccc(-c2cc(C3CCN(c4ccc(C(C)=O)cc4[N+](=O)[O-])CC3)[nH]n2)cc1	-2%	·	1%	·	-2%	·	4.8%	-6	·
22	COc1cc2cc(CN(CCO)S(=O)(=O)c3ccccc3)c(=O)[nH]c2cc1OC	-1%	-12	3%	-6	3%	-3	2.0%	0	1
23	CCCC(C)C(=O)N(Cc1ccccc1)c1ccccn1 (configuration not stated)	-2%	-13	0%	-2	-4%	1	0.2%	5	1
24	Cc1cc(Nc2ccc(Br)cc2)nc(-c2ccccc2O)n1	1%	-7	-8%	3	2%	13	-1.1%	-2&6	2

nr	compound	Glioma ERSR ind	D1 antagonist	Vif-APOBEC3G blk	D1 potentiator	Vif-APOBEC3F blk	D2 potentiator	RXFP1 ag	LDHA block	D1 ag
25	CCN1CCN(c2ccc(Nc3ccnc4ccccc34)cc2)CC1	-3%	9	5%	-5	0%	-16	-2.7%	0	2
26	O=C(COC(=O)c1cc(S(=O)(=O)N2CCOCC2)ccc1F)Nc1cc([N+](=O)[O-])ccc1F	-3%	·	2%	·	8%	·	·	-8	·
27	Cn1cc(CC(=O)Nc2cccc(C#N)c2)c2ccccc21	-3%	-25	1%	-3	-2%	-5	-0.2%	-3	3
28	CCOc1ccc(C(=O)COC(=O)C2COc3ccccc3O2)cc1 (configuration not stated)	-6%	-19	2%	11	4%	16	3.0%	-9	4
29	CCCCCCCCCOC1OC(CO)C(O)C(O)C1NC(C)=O (configuration not stated)	-3%	3	-8%	-2	-16%	-1	1.5%	-2	8
30	CCOc1cc(N2CCOCC2)c(OCC)cc1NC(=O)Cn1cnnn1	-4%	·	-3%	·	-1%	·	·	5	·
31	COCc1cc(C)nc2sc3c(c12)NC(c1ccc(NC(C)=O)cc1)N(c1ccc(C)cc1)C3=O (configuration not stated)	0%	14	0%	4	-10%	24	2.7%	4	-1
32	Nc1nc(N2CCOCC2)nc2ccccc12	0%	-14	5%	-2	1%	10	3.1%	-8	3
33	Cc1ccsc1C(=O)N1CC=C(c2ccccc2)CC1	3%	-31*	2%	5	-7%	0	0.1%	0	12
34	Cc1cc2nnc(SCC(=O)OC(C)C)n2c2ccccc12	1%	17	0%	-1	-29%	15	-1.5%	-8	2
35	COc1ccc(C=NN=C2c3ccccc3-c3ccccc32)cc1OC	4%	·	-4%	·	5%	·	·	1	·
36	CN(CC(=O)N(C)CC(=O)Nc1c(Cl)cccc1Cl)Cc1ccccc1F	-4%	·	1%	·	-20%	·	·	0	·

nr	compound	Glioma ERSR ind	D1 antagonist	Vif-APOBEC3G blk	D1 potentiator	Vif-APOBEC3F blk	D2 potentiator	RXFP1 ag	LDHA block	D1 ag
37	CCOc1ccc(OCCC(=O)N(CCOC)c2c(N)n(Cc3ccccc3)c(=O)[nH]c2=O)cc1	-7%	·	-1%	·	-2%	·	·	-7	·
38	O=C1CCC([N+](=O)[O-])C(c2ccc(Cl)cc2)N1 (configuration not stated)	-3%	-2	1%	-1	0%	10	0.3%	-1	0
39	O=C(c1ccc([N+](=O)[O-])cc1)N1CCN(C(=O)c2cccnc2)CC1	-3%	5	4%	-5	1%	-4	-0.8%	-5	2
40	C(=N\n1cnnc1)/c1nc2ccccc2[nH]1	-5%	-34*	-5%	-12	-5%	-3	6.9%	1	-1
41	Cc1cccc(C(=O)Nc2cc3c(cc2N2CCCCC2)n(C)c(=O)c(=O)n3C)c1	-2%	-15	0%	6	1%	-1	5.3%	-2	2
42	COc1cc(N=Nc2ccccc2C(=O)O)ccc1O	-2%	19	-5%	-2	7%	5	-1.6%	3	2
43	COc1ccc(Cl)cc1NC(=O)Cn1ccn(Cc2ccc(C)cc2)c(=O)c1=O	-7%	-16	2%	-4	-2%	8	-2.5%	-2	1
44	CC1=CC(=C(C#N)C#N)C=C(C)N1CCN1CCNCC1	-2%	10	2%	0	-9%	17	-1.5%	-9	3
45	Cc1ccc(C)c(NC(=O)c2cnc(N3CCCC3)nc2C)c1	·	-3	·	-1	·	-5	-0.5%	-5	0
46	O=C(NC1CC1)c1cc2cc3ccccc3nc2s1	?	6	-5%	-9	-8%	10	-1.9%	-7	2
47	O=C(NCCc1cccs1)C1CC(c2ccc([N+](=O)[O-])cc2)=NO1 (configuration not stated)	1%	-20	1%	-8	1%	0	-0.2%	0	12
48	COC(=O)c1ccc(NC(=O)C2C3CCC(C3)C2C(=O)O)cc1 (configuration not stated)	2%	-6	-1%	-2	-3%	8	-0.2%	1	1

nr	compound	Glioma ERSR ind	D1 antagonist	Vif-APOBEC3G blk	D1 potentiator	Vif-APOBEC3F blk	D2 potentiator	RXFP1 ag	LDHA block	D1 ag
49	O=S(=O)(Nc1ccc(N2CCCCC2)cc1)c1ccc(F)c(F)c1	-2%	-8	-4%	-3	1%	·	1.5%	3	58*
50	CC1CCCC(NC(=O)c2ccc(COc3ccccc3)o2)C1C (configuration not stated)	4%	-30	6%	-5	2%	11	-0.7%	-3	9
51	CCOCCn1ccc2c(OCC(=O)Nc3ccc(OC(F)(F)F)cc3)cccc2c1=O	-2%	·	-5%	-1	0%	-1	1.9%	-3	-2
52	COC(=O)CS(=O)(=O)c1nc2ccccc2nc1N1CCCCC1	1%	-3	-20%	-1	-4%	-6	3.6%	-1	1
53	FC(F)(F)c1ccc(NCCc2ccccc2)nc1	1%	-2	2%	2	11%	-11	0.1%	2	1
54	O=S(=O)(c1ccc(Cl)cc1)c1nc(-c2ccco2)oc1SCc1ccccc1F	-4%	-14	-1%	3	2%	-3	-1.6%	-2	19
55	COc1cc(C2Nc3cccc4cccc(c34)N2)cc(OC)c1O	-4%	-7	2%	-5	-1%	11	-2.2%	8	3
56	O=C(NCCCNCCCNC(=O)c1ccccn1)c1ccccn1	0%	6	-4%	6	2%	4	0.4%	-3	2
57	CC(C)N(C(=S)Nc1cccc(C(F)(F)F)c1)C(C)c1ccccn1 (configuration not stated)	-1%	24	-3%	0	-5%	-10	-0.8%	-6	2
58	O=C(CCc1nnc2ccc(N3CCOCC3)nn12)Nc1ccc(F)cc1F	-4%	-12	2%	-5	3%	0	22%	-1	6
59	Cc1ccc(NC(=O)CN(C)S(=O)(=O)c2cnc[nH]2)c(C)c1	0%	-1	0%	-4	-3%	-29	3.1%	-1	5
60	CCOc1ccccc1NC(=O)N1CCC(n2c(C)nc3cccnc32)CC1	-3%	4	-6%	-1	3%	-4	3.4%	-11	-2
61	CCOc1ccc(NC(=O)CC2C(=O)N(c3cccc(C)c3)C(=O)N2Cc2ccco2)cc1 (configuration not stated)	-3%	-17	4%	2	3%	3	1.6%	4	3
62	COC(=O)[C@@H]1[C@H](CCc2ccccc2)NC(=O)N(Cc2ccccc2)[C@@H]1C	-3%	·	3%	·	3%	·	·	0	·

# From PubChem
